Rpn11 inh: Rpn11 (human) deubiquitinase inhibition. human 26S proteasome, Ub4-pepOG fluorescence polarization; 20S core pre-blocked with epoxomicin. calls only at 20 µM. hit rate 0.59% among 360,000. O00487. AID 588493;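 active means inhibition at 20 µM, scaled to each plate's controls, above about 33%, limit read from the data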
Target sequence (O00487 whole entry, looked up): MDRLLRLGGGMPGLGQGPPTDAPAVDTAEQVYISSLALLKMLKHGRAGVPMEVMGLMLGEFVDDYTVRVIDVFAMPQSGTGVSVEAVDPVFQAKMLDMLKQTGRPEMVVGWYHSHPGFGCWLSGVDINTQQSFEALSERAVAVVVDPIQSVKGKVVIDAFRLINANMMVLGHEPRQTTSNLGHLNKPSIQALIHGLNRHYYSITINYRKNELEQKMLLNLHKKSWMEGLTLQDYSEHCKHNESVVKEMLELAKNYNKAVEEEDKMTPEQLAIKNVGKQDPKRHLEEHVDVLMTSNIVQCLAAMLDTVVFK
FAS TE block: FAS thioesterase (human) inhibition. recombinant FAS-TE, OMFH fluorogenic substrate, fluorescence endpoint. inhibition, % at 15 µM. hit rate 0.67% among 360,000. AID 602261;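 active means compounds whose normalised, plate-corrected inhibition of enzyme fluorescence in the single-dose primary screen is 50% or more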;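 further: 0% = DMSO with enzyme and 100% = substrate without enzyme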
MT1-MMP act inh: inhibitors of human MT1-MMP activation; HT1080 RFP-PRO-GFP cells, GFP/RFP ratio fluorescence, overnight; percent of plate control window, DMSO zero; P50281; GFP/RFP ratio change, % at 20 µM; hit rate 0.061% among 360,000; AID 651647;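 active means GFP/RFP ratio change of at least 30% with cell ATP level not reduced by more than half and red fluorescence within 50% of control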; further: strong numbers were not always called active
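Test system: HT1080 cells expressing an RFP-PRO-GFP fluorescent reporter construct / Compound dosing: single-point 20 µM compound, 1% DMSO / Schedule: cells overnight before dosing, compound overnight, 37 °C, 5% CO2 / Evaluation: GFP/RFP fluorescence ratio / Control set: DMSO and RFP-L50D-GFP cell wells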
Rin1-Abl PPI inh: inhibitors of human Rin1-Abl protein interaction | inhibition, % at 7.35 µM | hit rate 0.4% among 360,000 | TR-FRET Rin1/Abl binding, biochemical | AID 588664; in the data active means inhibition above about 5%, passing the limit was not always enough
CSN deneddyl inh: CSN deneddylation inhibition; Q92905; Purified CSN, SCF-Nedd8-OG deneddylation, fluorescence polarization; inhibition, % at 12.5 µM; hit rate 0.38% among 360,000; AID 651999;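 active means pattern-corrected inhibition above about 35%, with an unprinted fluorescence ratio check between 0.5 and 1.5, limit read from the data, passing the limit was not always enough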;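 further: 0% = enzyme with substrate and 100% = substrate without enzyme; some results filed as inactive read as strong as hits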
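Assay system: HEK293T-derived human Csn5 enzyme; quantity: 0.24 nM enzyme; medium: Tris/NaCl/DTT buffer, pH 7.5; also added: substrate SCFSkp2-Nedd8OG, 10 nM; doses: 12.5 µM compound; schedule: 90 min reaction at room temperature; signal: FP; read-out: % inhibition of substrate cleavage by Csn5; benchmarks: substrate-only high control, full reaction low control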
PABP1 MLLE inh: blocks PAM2 peptide binding to the PABP1 MLLE domain; AID 588489; GST-MLLE / FITC-PAM2 fluorescence polarization; inhibition, % at 20 µM; hit rate 0.36% among 360,000; P11940; in the data active means inhibition above about 35%, passing the limit was not always enough;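 further: plate controls were DMSO wells with GST-MLLE for no effect and wells lacking GST-MLLE protein for full effect; some results filed as inactive read as strong as hits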
bovine MsrA act: activates bovine MsrA enzyme | hit rate 0.3% among 360,000 | purified bovine MsrA, absorbance read-out | AID 602163 | activation, % at 10.6 µM; in the data active means activation above about 7.5%;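 further: 0% = vehicle and 100% = reference activator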
eLon inh: inhibits E. coli Lon protease; purified E. coli Lon protease, fluorescence polarization; hit rate 0.42% among 360,000; inhibition, % at 7.94 µM; in the data active means inhibition above about 13%, passing the limit was not always enough;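 further: 0% = enzyme with probe and DMSO and 100% = no enzyme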
Target sequence (P0A9M0 whole entry, looked up): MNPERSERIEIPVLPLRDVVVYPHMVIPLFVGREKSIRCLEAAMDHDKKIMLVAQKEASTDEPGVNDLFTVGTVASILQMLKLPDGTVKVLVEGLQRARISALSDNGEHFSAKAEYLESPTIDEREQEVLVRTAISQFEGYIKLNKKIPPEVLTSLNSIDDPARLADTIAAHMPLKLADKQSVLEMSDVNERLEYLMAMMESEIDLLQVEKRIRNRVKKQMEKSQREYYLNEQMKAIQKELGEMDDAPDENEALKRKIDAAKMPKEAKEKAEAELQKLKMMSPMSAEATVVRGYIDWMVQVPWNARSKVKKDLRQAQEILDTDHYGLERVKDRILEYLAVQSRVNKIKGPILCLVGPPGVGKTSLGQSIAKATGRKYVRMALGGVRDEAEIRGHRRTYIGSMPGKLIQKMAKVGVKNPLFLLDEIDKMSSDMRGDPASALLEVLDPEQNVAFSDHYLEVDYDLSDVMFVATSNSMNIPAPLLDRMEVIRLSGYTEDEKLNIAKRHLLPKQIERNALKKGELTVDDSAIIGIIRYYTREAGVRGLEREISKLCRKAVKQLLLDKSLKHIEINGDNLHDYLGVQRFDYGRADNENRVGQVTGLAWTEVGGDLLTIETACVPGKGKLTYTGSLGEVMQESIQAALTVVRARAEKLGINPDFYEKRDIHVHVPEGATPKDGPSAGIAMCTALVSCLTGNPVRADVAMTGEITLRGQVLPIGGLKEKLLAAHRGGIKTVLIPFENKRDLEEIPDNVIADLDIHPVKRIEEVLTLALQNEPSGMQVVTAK
MsrA inhibitor: bovine MsrA inhibition; hit rate 0.75% among 360,000; inhibition, % at 15.5 µM; purified bovine MsrA, absorbance read-out; in the data active means inhibition above about 4.5%;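 further: 0% = vehicle wells with enzyme and 100% = reference inhibitor wells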
Numbers without * were called inactive; i = inactive; x = not tested or not shown. Rows were taken by chance; overall some 3.7% were active at least once.

SMILES | Rpn11 inh | FAS TE block | MT1-MMP act inh | Rin1-Abl PPI inh | CSN deneddyl inh | PABP1 MLLE inh | bovine MsrA act | eLon inh | MsrA inhibitor
Cn1c(SCC(=O)N(Cc2ccccc2)C(C)(C)C)nc2ccccc21 | i | 14 | -9 | 0 | 1 | 1 | -2 | -4 | x
CCOc1ccccc1N(CC(=O)Nc1ccc(S(=O)(=O)N2CCOCC2)cc1)S(=O)(=O)c1ccc(Cl)cc1 | i | 48 | 0 | 0 | 2 | -3 | -9 | 16 | 0.1
CNc1cncc(-c2cc(OC)c(OC)c(OC)c2)n1 | i | -8 | -1 | -8 | -4 | -17 | -4 | -2 | 1.6
O=C(Cc1cccc2ccccc12)N/N=C/c1ccc(O)c([N+](=O)[O-])c1 | i | -4 | 3 | 4 | -13 | -1 | -8 | -1 | 1.2
CCCCN(C(=O)C(CCSC)N1C(=O)c2ccccc2C1=O)c1c(N)n(CCC)c(=O)[nH]c1=O (stereo not given) | i | -8 | -2 | 2 | 2 | 7 | -2 | -8 | -0.5
CCNC(=O)C1CCCN(Cc2ccc3ccccc3c2Br)CC1 (stereo not given) | i | -3 | -1 | -3 | 5 | 0 | -2 | -7 | x
Cc1ccc2nc(C3CCCCC3)c(Cc3ccccc3C(F)(F)F)n2c1 | i | 16 | -5 | 4 | 0 | 7 | -4 | 2 | 1.2
CN1CCCC(C)(C(=O)Nc2cccc(Oc3ccccc3)c2)C1 (stereo not given) | i | -3 | -1 | -3 | 1 | 2 | -1 | 1 | 1.7
Cc1occc1C(=O)NNS(=O)(=O)c1ccc([N+](=O)[O-])cc1 | i | 3 | 4 | 0 | 14 | -1 | -2 | -8 | -0.3
COc1ccc(CCNC(=O)COC(=O)c2ccc(N3CCCC3=O)cc2)cc1OC | i | -8 | 2 | 1 | 5 | 16 | -6 | 1 | 0.7
Cc1cc(C(=O)N/N=C/c2c3ccccc3cc3ccccc23)n[nH]1 | i | 3 | 0 | 1 | -1 | 2 | -1 | -14 | 0.8
COc1ccc(NC(=O)N2CCCC2)cc1OC | i | -7 | 3 | -2 | -4 | -4 | -7 | -4 | 0.7
NC(=O)c1ccc2c(=O)c(O)c(-c3cc(Cl)c(N)c(Cl)c3)[nH]c2c1 | i | -2 | 2 | 4 | 1 | 13 | -4 | 52* | 1.5
O=C(NCCCN1CCOCC1)c1ccc(S(=O)(=O)Nc2ccccc2)cc1 | i | -7 | 5 | -3 | -4 | 5 | -7 | -7 | 0.3
CCOC(=O)c1c(C)nc2ncccn12 | i | -7 | 0 | -1 | 6 | 2 | -1 | -9 | -0.1
COc1ccccc1N(C(=O)CNC(=O)c1ccco1)C(C(=O)NC1CCCC1)c1ccco1 (stereo not given) | i | -3 | -2 | 2 | -3 | 7 | -3 | 1 | -1.4
Cc1ccc([N+](=O)[O-])c(OCCCNCC(C)O)c1 (stereo not given) | i | -2 | 2 | -2 | 12 | -9 | -3 | 2 | 0.7
COC(=O)/C(=C\c1ccc(O)cc1)c1nc2ccccc2[nH]1 | i | -5 | -5 | -2 | -8 | -11 | -6 | -2 | 1.7
O=C/C(=C\Nc1ccc(Cl)cn1)c1nc2ccccc2o1 | i | 3 | -36 | -3 | 2 | -2 | -6 | -2 | 0.4
CCCn1cnc2c(SCc3ccccc3F)nc(N)nc21 | i | -2 | 2 | 1 | -6 | 8 | -1 | -1 | 2.6
COc1ccc(N(CC(=O)NC2CC3CCC2C3)S(=O)(=O)c2ccccc2)cc1Cl (stereo not given) | i | 15 | 1 | 4 | -2 | 31 | -4 | -6 | 0.2
O=c1ccc(Cl)n[nH]1 | i | -5 | -6 | 1 | -4 | -6 | -2 | -2 | 1.9
CCCCNC(=O)COc1ccccc1[N+](=O)[O-] | i | -6 | x | 5 | 2 | -27 | -14 | 5 | 0.2
COc1cc(C=NNC(=O)c2ccccc2NS(=O)(=O)c2cccs2)cc(OC)c1O | i | -3 | 2 | 0 | -2 | 8 | -5 | -6 | 3.7
O=[N+]([O-])c1ccc(Cn2cc(-c3cccc(C(F)(F)F)c3)nn2)cc1 | i | 55* | 11 | -2 | 0 | 17 | -9 | -4 | -0.5
C=C(C)Cn1c(N)cc(=O)nc1SCC(=O)Nc1cccc(C(F)(F)F)c1 | i | -9 | -2 | 4 | 2 | 3 | 2 | -7 | 0.7
COc1cc(C2C(C#N)=C(N)N(Nc3ccccc3)C3=C2C(=O)CC(C)(C)C3)ccc1OCc1ccccc1 (stereo not given) | i | 31 | -9 | 0 | -1 | 6 | -1 | -2 | 0.7
Clc1cc(Cl)c(OCCCCn2cncn2)c(Cl)c1 | i | -5 | 0 | 2 | 1 | 5 | -2 | -3 | 2.6
CCN(CC)CCCNC(=O)c1cn(C)c(=O)c2c1c1ccccc1n2C | i | -6 | 0 | -1 | 2 | -7 | -3 | -2 | 1.2
Cc1cc(N2CCN(c3ccccc3)CC2)n2ncnc2n1 | i | -3 | 6 | 1 | 2 | 1 | -2 | 6 | 1.6
CNC(=S)NNC(=O)CSCc1c(Cl)cccc1Cl | i | -2 | 2 | 1 | -2 | -11 | 0 | 0 | -0.4
CC(C)(C)OC(=O)N[C@H](Cc1ccccc1)C(=O)N1CCC[C@@H]1C(=O)O | i | -6 | 1 | -2 | 1 | -6 | -1 | 12 | -1.6
Cc1ccc(S(=O)(=O)N2CCC(=O)CC2)cc1 | i | -3 | -1 | -1 | -3 | -4 | -3 | -8 | 0.3
COc1ccccc1NC(=O)N1CCC(NC(=O)C(Cc2ccccc2F)NC(C)=O)CC1 (stereo not given) | i | -3 | 3 | 2 | -3 | -3 | 1 | -6 | 1.1
CCOC(=O)c1c(C)nc2c(c1-c1ccc(Cl)cc1)C(=O)CC(C)(C)C2 | i | 3 | -1 | 3 | -1 | 4 | -3 | 4 | 0.6
COc1cccc(-c2csc(N3CCN(C(=S)Nc4ccc(Cl)cc4)CC3)n2)c1 | i | 20 | -7 | 1 | -1 | -54 | -6 | -6 | -0.4
COc1cc(OC)c(OC)cc1/C=N/NC(=O)CCc1c(C)n[nH]c1C | i | -4 | -3 | 0 | 2 | -5 | -2 | -1 | 3.0
CCCCCN(C(=O)CCC(=O)OCc1cccc(Br)c1)c1c(N)n(CCCC)c(=O)[nH]c1=O | i | 3 | -15 | -1 | -4 | 2 | 0 | 1 | -1.2
CCCCOc1ccc(-c2c(C(=O)Nc3ccccc3)c(C)[nH]c(=S)c2C#N)cc1 | i | 5 | 10 | 0 | 3 | 12 | 3 | 3 | 1.9
Nc1cc(C(=O)c2ccccc2)ccc1N1CCOCC1 | i | -1 | 1 | -7 | 2 | 8 | -4 | 6 | 0.9
CS(=O)(=O)CCC(C(=O)OCc1ccc(Cl)cc1)N1C(=O)c2ccccc2C1=O (stereo not given) | i | 5 | -6 | -3 | -14 | -5 | -12 | -11 | 0.7
CN(C)c1ccc(C(=O)N2CCN(C(=O)C3CCCO3)CC2)cc1 (stereo not given) | i | -7 | 8 | -1 | 2 | 5 | -1 | 9 | 0.2
CCCC(=O)Nc1ccc(C(=O)Nc2nc(CC(=O)OCC)cs2)cc1 | i | -8 | 4 | -4 | -2 | -2 | -5 | -4 | 0.9
COCCNC(=O)C1CCCN(C(=O)/C=C/c2ccccc2)CC1 (stereo not given) | i | -8 | 5 | -3 | -7 | -5 | -6 | -4 | -1.0
Cn1/c(=N/N=C/c2ccccn2)sc2ccccc21 | i | 0 | 3 | -1 | 1 | -8 | -3 | -1 | 1.9

No new results follow: entries from further up.
SMILES | Rpn11 inh | FAS TE block | MT1-MMP act inh | Rin1-Abl PPI inh | CSN deneddyl inh | PABP1 MLLE inh | bovine MsrA act | eLon inh | MsrA inhibitor
CS(=O)(=O)CCC(C(=O)OCc1ccc(Cl)cc1)N1C(=O)c2ccccc2C1=O (stereo not given) | i | 5 | -6 | -3 | -14 | -5 | -12 | -11 | 0.7
CN(C)c1ccc(C(=O)N2CCN(C(=O)C3CCCO3)CC2)cc1 (stereo not given) | i | -7 | 8 | -1 | 2 | 5 | -1 | 9 | 0.2
CCCC(=O)Nc1ccc(C(=O)Nc2nc(CC(=O)OCC)cs2)cc1 | i | -8 | 4 | -4 | -2 | -2 | -5 | -4 | 0.9
COCCNC(=O)C1CCCN(C(=O)/C=C/c2ccccc2)CC1 (stereo not given) | i | -8 | 5 | -3 | -7 | -5 | -6 | -4 | -1.0
Cn1/c(=N/N=C/c2ccccn2)sc2ccccc21 | i | 0 | 3 | -1 | 1 | -8 | -3 | -1 | 1.9

Following part.
SMILES | Rpn11 inh | FAS TE block | MT1-MMP act inh | Rin1-Abl PPI inh | CSN deneddyl inh | PABP1 MLLE inh | bovine MsrA act | eLon inh | MsrA inhibitor
CC1(c2ccccc2)NC(=O)N(CC(=O)N2CCN(S(=O)(=O)c3cccc(C(F)(F)F)c3)CC2)C1=O (stereo not given) | i | 0 | 5 | 3 | -3 | -6 | -4 | 3 | -0.2
CC(C)C[C@@H](CN1CCCC1CN1C(=S)NC[C@@H]1Cc1ccc(O)cc1)N1C[C@H](Cc2ccccc2)N(CC2CCCCCC2)C1=S (stereo not given in full) | i | -144 | -3 | -1 | 1 | 33 | -2 | 2 | 0.7
COc1ccccc1CNC(=O)c1ccccc1NS(C)(=O)=O | i | -1 | 1 | -6 | 0 | 6 | 5 | -14 | 0.9
O=C(O)CCCCn1c(SCC(=O)Nc2ccccc2C(F)(F)F)nc2ccsc2c1=O | i | -10 | 4 | 2 | 3 | 2 | 0 | -9 | 0.7
C=CCn1c(O)c(N=NC(=O)CNC(=O)c2ccco2)c2ccccc21 | i | -7 | -1 | -5 | 0 | 18 | -13 | 6 | 2.4
O=C1NCCNC1(c1c[nH]c2ccccc12)C(F)(F)F (stereo not given) | i | -8 | 3 | 1 | -2 | 4 | -6 | -8 | -0.9
O=C(Nc1nccs1)C(c1ccccc1)N1CCCC1 (stereo not given) | i | -6 | 6 | -1 | -6 | 3 | 3 | -3 | -0.9
O=C(NC1CCCCCCC1)C1CCC(CNc2c(N3CCCC3)c(=O)c2=O)CC1 (stereo not given) | i | 11 | 5 | -3 | -2 | 2 | 0 | -7 | -0.8
Cc1c(NC(=O)C(C)OC(=O)c2cccnc2Cl)c(=O)n(-c2ccccc2)n1C (stereo not given) | i | -4 | -4 | 3 | -4 | 2 | -1 | -15 | -0.6
O=C(NCCCN1CCCCC1)C1CCC(=O)N1CCc1ccccc1 (stereo not given) | i | -3 | -1 | 0 | -3 | 18 | -9 | 0 | -1.2
CSc1ncccc1C(=O)Nc1ccc2nc(C)sc2c1 | i | -1 | 3 | 1 | 1 | -10 | -2 | 3 | 1.4
C(=Nc1ccc(N2CCOCC2)cc1)c1c[nH]c2ccccc12 | i | -1 | 0 | -4 | 104 | -2 | 12* | -3 | 0.2
COc1cccc(OCc2cc(C(=O)N3CCN(C4CCCC4)CC3)no2)c1 | i | 1 | 3 | 4 | -3 | -2 | -2 | -3 | -0.9
CN(C)S(=O)(=O)c1cccc(NC(=O)CSc2nnnn2-c2ccccc2)c1 | i | -2 | -3 | 0 | 2 | 1 | -2 | 3 | -1.5
CCOc1ccc(C(=O)N(CN2CCCC2=O)c2ccccc2)cc1 | i | -4 | 3 | -2 | -4 | 2 | -3 | -7 | 0.6
O=C(/C(=C/c1ccccc1Cl)c1ccccc1)N1CCOCC1 | i | -3 | -1 | -3 | -3 | -1 | -6 | 3 | 0.2
CC(=O)Nc1c(-c2ccc3ccccc3c2)nc2ccccn12 | i | -1 | 4 | -1 | -4 | -18 | -9 | 3 | 1.4

Source: PubChem
